# From PubChem BioAssay
# mouse EphA4 binding = EphA4 ligand-binding antagonists – biochemical, colorimetric, mouse EphA4, primary screen (AID 689). EphA4-AP binding to KYL peptide, pNPP A405; higher % means a stronger effect. inhibition, % at 10 µM, or IC50 in µM where a hit was titrated. 62,000 compounds, 0.1% hits; in the data active = a potency from the dose series; inactive = the rest, 99 in 100 with inhibition below about 22%
# An asterisk follows results filed as active.
mouse EphA4 binding	Compound
-2%	Cc1ccc(C(C)C)c(OCC(=O)Nc2cccc(-c3nc4ncccc4o3)c2C)c1
-4%	O=C(CCCCCNc1nc(=S)[nH]c2ccccc12)N1CCN(c2ccccn2)CC1
2%	COc1cc(OC)nc(Oc2ccccc2C(=O)Oc2cccc(C)c2)n1
5%	Cc1ccc(C)c(NC(=O)C2CC(O)CN2C(=O)OCc2ccccc2)c1 (centres undefined)
-5%	Cc1ccc(Cc2cnc(NC(=O)/C(C#N)=C/c3ccc(-c4ccccc4[N+](=O)[O-])o3)s2)cc1
-1%	COc1ccc(OCCNC(=O)C(c2ccccc2)c2ccccc2)cc1
-3%	O=C(Nc1ccc2nc3n(c(=O)c2c1)CCCCC3)c1ccccc1Cl
6%	Cc1ccc(S(=O)(=O)Nc2cc(C)c(O)c(S(=O)(=O)c3ccc(C)cc3)c2)cc1
-11%	COc1ccc(CNC(=O)CN(Cc2ccccc2)C(=O)c2csnn2)cc1
-1%	COc1cccc(C2=CC(c3ccc(C)cc3)n3ncnc3N2)c1 (centres undefined)
-3%	O=C(NCc1ccc2c(c1)OCO2)c1ccc2c(=O)n(C3CCCC3)c(=O)[nH]c2c1
-10%	N/C(=N\OC(=O)c1ccccc1Cl)c1ccccc1
-4%	COc1ccc(C(=O)NCC(C)c2ccccc2)cc1OC (centres undefined)
-6%	O=C(Cc1ccc(Br)cc1)N1CCN(c2ccc(F)cc2)CC1
5%	COc1ccccc1N1CCN(C(=O)CSc2ncccc2-c2nc3ccccc3[nH]2)CC1
3%	CC(C)c1cc(=O)oc2c3c4c(cc12)CCCN4CCC3
-5%	COc1ccc(Cn2nnnc2C(c2ccc(N(C)C)cc2)N2CCC(C)CC2)cc1 (centres undefined)
-8%	Cc1nn2c([nH]c(=O)c3ccccc32)c1C=O
-8%	CC1(C)Cc2c(cnn2-c2ccccc2)C(=O)/C1=N\NC(=O)c1ccccc1N
-7%	CC(C)NC(=O)c1cc2cc([N+](=O)[O-])ccc2s1
2%	Cc1cccc(OCCCC(=O)Nc2nccs2)c1
3%	COCCN(C(=O)COc1ccccc1)c1nnc(-c2cccnc2)s1
-2%	COCCNC(=S)N/N=C/c1ccccc1C(=O)O
0%	COC(=O)c1noc(-c2ccc(C)cc2)n1
-4%	N#Cc1c(/N=C/C=C/c2ccccc2)sc2c1CCCC2
2%	COc1cc(/C=C2\C(=O)NN(c3ccccc3)C2=O)cc(Br)c1OCC(=O)O
-41%	O=C(CSc1nnc(Cc2ccccc2)n1-c1ccccc1)N1CCOCC1
-9%	Cc1c(CCO)c(=O)n(-c2ccccc2)n1S(=O)(=O)c1c(Cl)cc(Cl)cc1Cl
-9%	O=c1[nH]c(SCCOc2ccccc2F)nc2ccccc12
-4%	COc1ccc(C(=O)NCC(=O)OCc2cccc(Br)c2)cc1
-12%	CCCCc1ccc(Nc2ncnc3nc[nH]c23)cc1
5%	Cc1cc(C)nc(N2CCN(CC(=O)NCc3ccccc3)CC2)n1
-7%	COc1ccc(C(C#N)Nc2ccc(C)cc2)cc1 (centres undefined)
-8%	CN1CCN(P(=O)(c2ccccc2)c2nc3ccccc3s2)CC1 (centres undefined)
-2%	O=C(C1CCCN(c2nnc(-n3cccc3)s2)C1)N1CCN(c2ccccc2)CC1 (centres undefined)
0%	CC(C)(C)c1ccc(OC(=O)Cn2c(C(F)(F)F)nc3ccccc32)cc1
-11%	O=c1cc(N2CCc3ccccc3C2)[nH]c(=O)n1-c1ccc(Br)cc1
14%	O=c1oc2ccccc2c(O)c1/C=N/c1ncccn1
0%	CCOC(=O)c1ccc(NC(=O)C2CN(S(=O)(=O)c3ccccc3)CCN2S(=O)(=O)c2ccccc2)cc1 (centres undefined)
-8%	CCOc1cccc2sc(NC(=O)c3ccc(Br)s3)nc12
2%	CN1C(=O)/C(=C/c2ccc(OC(=O)c3ccco3)cc2)SC1=S
-2%	Cc1cc2cc(CN(Cc3ccc4c(c3)OCO4)Cc3nnnn3C3CCCC3)c(=O)[nH]c2cc1C
-24%	CC(=O)OCC(OC(C)=O)C(OC(C)=O)C(OC(C)=O)C(=O)Nc1ccccc1C (centres undefined)
-17%	O=C1CC(c2ccccc2)n2nc(NC(=O)c3cccs3)nc2N1 (centres undefined)
-5%	CC(C)c1ccc(OCC(O)Cn2cnc3ccccc32)cc1 (centres undefined)
-8%	CC(C)NC(=O)c1onc(CSc2cccc(Cl)c2)c1C(=O)O
-2%	Cc1cc2nc(-c3ccc(NC(=S)NC(=O)c4ccco4)cc3)oc2cc1C
-4%	Cc1cc(C)n(C(=O)c2cccc(S(=O)(=O)N3CCCC3)c2)n1
1%	CCN(CCC(=O)Nc1cc(OC)cc(OC)c1)Cc1ccccc1
2%	CCn1cc([N+](=O)[O-])c(C(=O)Nc2ccc(Cn3nc(C)cc3C)cc2)n1
-3%	COc1ccc(CC(=O)O/N=C(\N)c2ccc(Br)cc2)cc1OC
-4%	C=CCn1c(SCC(=O)/C(C#N)=C(\C)N)nc2sc(C)c(C)c2c1=O
6%	CC(=O)Nc1ccc(C(=O)N2CCc3ccccc3C2)cc1
-1%	COc1ccc(NC(=O)CCSc2cc(C)c3ccccc3n2)cc1
-7%	Cc1ccc(S(=O)(=O)NCC(=O)N2CCN(c3ccccn3)CC2)cc1
9%	Cc1cccc(NC(=O)Nc2ccc(Oc3c(F)c(F)c(F)c(F)c3F)cc2)c1
-6%	Cc1csc(NC(=O)C(NS(=O)(=O)c2ccc(Br)s2)c2ccccc2)n1 (centres undefined)
-12%	CCC(=O)n1nc(-c2ccccc2)nc1N
-8%	Cc1ccc(Cn2ccc(=O)c(Cc3c(Cl)cccc3Cl)c2C)cc1
-6%	O=C(Nc1ccc(Cl)cc1)N1CCc2[nH]c3ccccc3c2C1

# A draw from above in order of formula weight, rising.
mouse EphA4 binding	Compound
-12%	CCC(=O)n1nc(-c2ccccc2)nc1N
-7%	COc1ccc(C(C#N)Nc2ccc(C)cc2)cc1 (centres undefined)
14%	O=c1oc2ccccc2c(O)c1/C=N/c1ncccn1
-4%	N#Cc1c(/N=C/C=C/c2ccccc2)sc2c1CCCC2
6%	CC(=O)Nc1ccc(C(=O)N2CCc3ccccc3C2)cc1
-5%	CC(C)c1ccc(OCC(O)Cn2cnc3ccccc32)cc1 (centres undefined)
-9%	O=c1[nH]c(SCCOc2ccccc2F)nc2ccccc12
-6%	O=C(Nc1ccc(Cl)cc1)N1CCc2[nH]c3ccccc3c2C1
-4%	Cc1cc(C)n(C(=O)c2cccc(S(=O)(=O)N3CCCC3)c2)n1
-17%	O=C1CC(c2ccccc2)n2nc(NC(=O)c3cccs3)nc2N1 (centres undefined)
1%	CCN(CCC(=O)Nc1cc(OC)cc(OC)c1)Cc1ccccc1
2%	CN1C(=O)/C(=C/c2ccc(OC(=O)c3ccco3)cc2)SC1=S
-1%	COc1ccc(NC(=O)CCSc2cc(C)c3ccccc3n2)cc1
-8%	CC(C)NC(=O)c1onc(CSc2cccc(Cl)c2)c1C(=O)O
-8%	CN1CCN(P(=O)(c2ccccc2)c2nc3ccccc3s2)CC1 (centres undefined)
2%	CCn1cc([N+](=O)[O-])c(C(=O)Nc2ccc(Cn3nc(C)cc3C)cc2)n1
-8%	Cc1ccc(Cn2ccc(=O)c(Cc3c(Cl)cccc3Cl)c2C)cc1
-4%	C=CCn1c(SCC(=O)/C(C#N)=C(\C)N)nc2sc(C)c(C)c2c1=O
0%	CC(C)(C)c1ccc(OC(=O)Cn2c(C(F)(F)F)nc3ccccc32)cc1
-4%	COc1ccc(C(=O)NCC(=O)OCc2cccc(Br)c2)cc1
-8%	CCOc1cccc2sc(NC(=O)c3ccc(Br)s3)nc12
-2%	Cc1cc2nc(-c3ccc(NC(=S)NC(=O)c4ccco4)cc3)oc2cc1C
-3%	COc1ccc(CC(=O)O/N=C(\N)c2ccc(Br)cc2)cc1OC
-41%	O=C(CSc1nnc(Cc2ccccc2)n1-c1ccccc1)N1CCOCC1
-11%	O=c1cc(N2CCc3ccccc3C2)[nH]c(=O)n1-c1ccc(Br)cc1
9%	Cc1cccc(NC(=O)Nc2ccc(Oc3c(F)c(F)c(F)c(F)c3F)cc2)c1
-2%	O=C(C1CCCN(c2nnc(-n3cccc3)s2)C1)N1CCN(c2ccccc2)CC1 (centres undefined)
2%	COc1cc(/C=C2\C(=O)NN(c3ccccc3)C2=O)cc(Br)c1OCC(=O)O
-9%	Cc1c(CCO)c(=O)n(-c2ccccc2)n1S(=O)(=O)c1c(Cl)cc(Cl)cc1Cl
-6%	Cc1csc(NC(=O)C(NS(=O)(=O)c2ccc(Br)s2)c2ccccc2)n1 (centres undefined)
-2%	Cc1cc2cc(CN(Cc3ccc4c(c3)OCO4)Cc3nnnn3C3CCCC3)c(=O)[nH]c2cc1C
0%	CCOC(=O)c1ccc(NC(=O)C2CN(S(=O)(=O)c3ccccc3)CCN2S(=O)(=O)c2ccccc2)cc1 (centres undefined)

# (more compounds)
mouse EphA4 binding	Compound
0%	O=C(c1cnccn1)N(Cc1ccco1)C1(C(=O)NC2CCCC2)CCCCC1
2%	Cc1nc2c(C(=O)N3CCOCC3)cnn2c(C)c1Cc1cccc(Cl)c1
-14%	COc1ccccc1N1CCN(/N=C/C=C\c2ccco2)CC1
-15%	O=C(CN1C(=O)C2C3C=CC(C3)C2C1=O)NCCc1ccccc1Cl (centres undefined)
-2%	COc1ccccc1NCn1nnc2ccccc21
-1%	C=C(Br)Cn1c(CC(C)C)nc2ccccc21
6%	CCCC(=O)NC(=S)Nc1cccc(NC(=O)c2ccc(Cl)cc2Cl)c1
-18%	Cc1cc(C)c2c(N)c(-c3nc4ccccc4[nH]3)sc2n1
-5%	CCOc1ccc2c(c1)c1nnc(SCC(=O)N3CCCCC3C)nc1n2C (centres undefined)
2%	O=C(CSc1nnnn1-c1ccccc1)c1ccc(-c2ccccc2)cc1
-9%	Cc1nnc(SC(C)C(=O)Nc2ccc(Cl)cn2)n1Cc1ccccc1 (centres undefined)
2%	CCOC(=O)Cc1csc(NC(=O)CSc2nnc(-c3ccc(OC)cc3)n2C)n1
-2%	COC(=O)c1cc(OC)c(OC)cc1NC(=S)Nc1cccc(Cl)c1
-2%	COc1ccc(OC)c(NC(=O)CNC(=O)c2cccs2)c1
-6%	CCOc1ccccc1NC(=O)C(=O)NCc1ccncc1
-4%	O=c1cc(-c2ccccc2)[nH]n1-c1ccccc1
7%	COc1ccc(NC(=O)CSC2=C(C#N)C(c3ccco3)C3=C(CCCC3=O)N2)c(OC)c1 (centres undefined)
-2%	O=c1cnn(-c2ccccc2)c(-c2ccccc2)c1
-2%	Cc1ccc2nc(-c3ccc(O)cc3)sc2c1
5%	CCOC(=O)c1ccc(NC2c3ccccc3C(=O)N2c2ccccn2)cc1 (centres undefined)
4%	CCCCCOC(=O)NCC(O)c1ccccc1 (centres undefined)
-7%	COCCNC(=O)/C=C/c1ccc2c(c1)OCO2
-21%	CCOc1ccc(C(=S)N2CCOCC2)cc1

# Shown with each value named: part of the list above
Cc1cc2cc(CN(Cc3ccc4c(c3)OCO4)Cc3nnnn3C3CCCC3)c(=O)[nH]c2cc1C
  mouse EphA4 binding: -2%
CC(=O)OCC(OC(C)=O)C(OC(C)=O)C(OC(C)=O)C(=O)Nc1ccccc1C (centres undefined)
  mouse EphA4 binding: -24%
O=C1CC(c2ccccc2)n2nc(NC(=O)c3cccs3)nc2N1 (centres undefined)
  mouse EphA4 binding: -17%

# Not all compounds are listed. The share of hits here may be higher or lower than overall.
